CRFR2-BP antag = antagonists of CRF-BP/CRF-R2 complex, primary screen, cell-based, HEK293, calcium dye fluorescence, uHTS | CRF-induced calcium fluorescence | inhibition, % at 11.8 µM | 350,000 compounds, 0.59% hits | AID 588475, 2011;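 active = inhibition of the ligand-induced calcium signal above about 50% at the single tested concentration, limit read from the data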
CHRM4 antagonist = human M4 muscarinic receptor antagonists, primary screen, CHO cells, Fluo-8 calcium fluorescence; inhibition, % at 3 µM; CHO-hM4 cells, ACh EC80; 360,000 compounds, 0.73% hits;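 active = inhibition above its plate's cutoff, the mean inhibition of sample wells plus 3 SD, cut at about 27% in these data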;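 note: 0% = acetylcholine EC80 with DMSO and 100% = DMSO without agonist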
M4 ag = human M4 muscarinic receptor agonists, primary screen, CHO-K1 cells, Fluo-8 calcium fluorescence; 360,000 compounds, 0.14% hits; activation, % at 3 µM; CHO-K1 hM4/Gqi5; vehicle 0%, full acetylcholine response 100%; AID 624127, 2012;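 active = activation above the run mean over all test wells plus 3 SD, cut at about 32% in these data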;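 note: peak over basal fluorescence ratio per well then scaled between controls; 0% = DMSO wells and 100% = acetylcholine at EC100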
CHRM5 antagonist = human M5 muscarinic receptor antagonists, primary screen, CHO cells, Fluo-8 calcium fluorescence; Muscarinic acetylcholine receptor M5 (Homo sapiens), P08912; 360,000 compounds, 0.59% hits; CHO-hM5 cells, ACh EC80; AID 624040, 2012; inhibition, % at 3 µM;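 active = inhibition above a per-plate cutoff, the mean of that plate's test compounds plus 3 SD, cut at about 27% in these data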;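 note: 0% = acetylcholine EC80 with DMSO and 100% = DMSO without agonist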
CRFR2-BP ag = agonists of CRF-BP/CRF-R2 complex, primary screen, cell-based, HEK293, calcium dye fluorescence, uHTS | CRF-binding protein / CRF receptor 2 complex (human) | calcium dye fluorescence (FLIPR); percent of saturating CRF peptide response | activation, % at 13.2 µM | 350,000 compounds, 0.46% hits;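 active = activation of at least 50%, plus an integration ratio under a set limit after plate pattern correction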;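 note: plate controls were neutral control wells without compound for no effect and CRF at EC100 for full effect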
M5 PAM = human M5 muscarinic receptor positive allosteric modulators, primary screen, CHO-K1 cells, Fluo-8 calcium fluorescence | Muscarinic acetylcholine receptor M5 (Homo sapiens), P08912 | CHO-K1 hM5, ACh EC20 PAM; 0% = ACh EC20, 100% = ACh EC100 | activation, % at 3 µM | 360,000 compounds, 0.3% hits;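 active = activation above the run cutoff, the mean activation of all test compounds plus 3 SD, cut at about 18% in these data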
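System – CHO-K1 hM5 cells · Compound – 3 µM, single dose · Incubation – compound preincubation 140 s before EC20 acetylcholine addition · Technique – Fluo-8 calcium fluorescence · Measure – Max/basal fluorescence ratio as % of EC20–EC100 ACh window · Benchmarks – low control EC20 acetylcholine (0%), high control EC100 acetylcholine (100%) · Replication – singlicate, one well per test compound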
IDE inh = human IDE inhibitors in live cells, primary screen, fluorescence polarization, HEK cells, FAbetaB substrate; AID 434962, 2010; inhibition, % at 5.59 µM; Insulin-degrading enzyme (Homo sapiens), P14735; 320,000 compounds, 0.41% hits; FAbetaB cleavage;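 active = percent inhibition above the average of all tested compounds plus 3 SD, set per screening campaign, cut at about 16% in these data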;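 note: IDE supplied by intact live HEK cells; FP after avidin binding of uncleaved biotin substrate so inhibition keeps polarization high; 0% = DMSO wells and 100% = 60 µM reference IDE inhibitor Ii1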
Target sequence (P14735 whole entry, looked up): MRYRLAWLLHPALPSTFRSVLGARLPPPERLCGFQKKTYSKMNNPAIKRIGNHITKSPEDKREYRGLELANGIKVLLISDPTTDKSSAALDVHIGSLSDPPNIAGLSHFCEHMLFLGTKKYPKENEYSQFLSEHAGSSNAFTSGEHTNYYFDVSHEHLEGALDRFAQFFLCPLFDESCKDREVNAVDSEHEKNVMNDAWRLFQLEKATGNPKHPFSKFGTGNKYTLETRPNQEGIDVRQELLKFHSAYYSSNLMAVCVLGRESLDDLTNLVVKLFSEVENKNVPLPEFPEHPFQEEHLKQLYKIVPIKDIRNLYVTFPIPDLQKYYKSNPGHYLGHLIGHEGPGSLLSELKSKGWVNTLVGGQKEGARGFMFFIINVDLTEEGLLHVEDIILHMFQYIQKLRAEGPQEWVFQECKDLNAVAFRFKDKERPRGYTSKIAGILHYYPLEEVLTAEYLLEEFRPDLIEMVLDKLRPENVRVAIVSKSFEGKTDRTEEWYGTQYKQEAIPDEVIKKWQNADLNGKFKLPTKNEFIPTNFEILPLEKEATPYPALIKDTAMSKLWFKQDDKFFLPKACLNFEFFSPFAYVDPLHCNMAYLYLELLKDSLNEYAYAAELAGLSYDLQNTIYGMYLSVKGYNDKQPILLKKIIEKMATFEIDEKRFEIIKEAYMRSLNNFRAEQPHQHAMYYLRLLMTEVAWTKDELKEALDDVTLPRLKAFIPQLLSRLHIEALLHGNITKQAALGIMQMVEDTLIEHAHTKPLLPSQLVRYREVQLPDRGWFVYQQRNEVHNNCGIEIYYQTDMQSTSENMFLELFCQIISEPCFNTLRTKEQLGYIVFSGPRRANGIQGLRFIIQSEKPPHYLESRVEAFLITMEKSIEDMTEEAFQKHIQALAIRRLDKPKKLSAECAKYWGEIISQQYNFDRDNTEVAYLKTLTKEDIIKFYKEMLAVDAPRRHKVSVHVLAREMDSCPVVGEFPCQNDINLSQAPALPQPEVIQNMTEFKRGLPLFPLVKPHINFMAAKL
M4 PAM = human M4 muscarinic receptor positive allosteric modulators, primary screen, CHO-K1 cells, Fluo-8 calcium fluorescence | Muscarinic acetylcholine receptor M4 (Homo sapiens), P08173 | CHO-K1 hM4/Gqi5, ACh EC20; 0% = ACh EC20, 100% = maximal ACh | activation, % at 3 µM | 360,000 compounds, 0.4% hits | AID 624126, 2012;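 active = activation above its plate's cutoff, the mean activation of sample wells plus 3 SD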; note: some results filed as inactive read as strong as hits
CHRM5 agonist = human M5 muscarinic receptor agonists, primary screen, CHO-K1 cells, Fluo-8 calcium fluorescence; Muscarinic acetylcholine receptor M5 (Homo sapiens), P08912; CHO-K1 hM5 cells; 0% DMSO wells, 100% maximal acetylcholine response; activation, % at 3 µM; 360,000 compounds, 0.19% hits; AID 624037, 2012;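 active = activation above the run's mean over test compounds plus 3 SD, cut at about 23% in these data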;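 note: signal is peak over basal fluorescence ratio across the kinetic read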
An asterisk follows results filed as active; x = no result given.

nr	SMILES	CRFR2-BP antag	IDE inh	CHRM5 agonist	M4 ag	CHRM4 antagonist	CHRM5 antagonist	CRFR2-BP ag	M4 PAM	M5 PAM
1	O=C(Nc1ccccc1O)c1c(O)c2c([nH]c1=O)CCCC2	-136	-4	0	6	16	-2	17	-5	-5
2	Cc1ccccc1NC(=O)c1cccc(NC(=O)CCC(=O)O)c1	23	3	-2	3	9	-8	-4.7	4	4
3	CC(=O)Nc1ccc(NC(=O)C(OC(=O)c2ccccc2)C(OC(=O)c2ccccc2)C(=O)O)cc1 (configuration not stated)	5	-1	2	0	-6	8	1.8	1	9
4	CCOc1ccc(NC(=O)CN(C)C(=O)c2cn(-c3ccc(F)cc3)nc2-c2cccc(OC)c2)cc1OCC	-21	3	0	16	7	19	-0.4	-7	-18
5	CCCc1cc(=O)oc2cc(OCC(=O)NC(Cc3c[nH]c4ccc(O)cc34)C(=O)O)c(Cl)cc12 (configuration not stated)	12	-5	1	1	-3	11	-2.1	-1	-7
6	O=C(NCc1ccco1)C1CCN(S(=O)(=O)N2CCC3(CC2)OCCO3)CC1	9	0	2	-1	7	-3	-2.2	5	7
7	Cc1csc(NC(=O)c2ccc(S(C)(=O)=O)cc2)n1	2	3	3	18	15	16	3.6	-14	-15
8	O=C(/C=C/c1cccc(Cl)c1)OCc1cn2cc(Cl)ccc2n1	-11	6	-3	0	-2	4	0.5	9	-1
9	O=C(O)c1ccc(S(=O)(=O)c2ccc(Sc3ccc(C(=O)O)c(C(=O)O)c3)cc2)cc1	23	2	0	1	-1	2	0.4	6	-5
10	Cc1cccc(C)c1NC(=O)C[n+]1cc(-c2ccccc2)n2c1CCC2	6	-5	-20	0	2	4	-0.3	-9	1
11	CC1CCN(CCOc2ccc(C(=O)c3ccccc3)cc2)CC1	-12	-2	-20	1	43*	7	1.0	-17	-4
12	COc1ccc(CCNC(=O)CSc2nc(-c3ccco3)cc(C(F)(F)F)n2)cc1OC	-1	-3	0	2	1	2	-0.2	5	-5
13	Cc1ccc(N2C(=O)C(CN3CCCC3)C2c2ccccc2)cc1 (configuration not stated)	12	5	-10	1	0	0	6.7	-5	1
14	Cc1ccc(NC(=O)N2CCCc3ccccc32)cc1C	12	-4	-4	1	-10	7	-2.0	6	-9
15	CC(CC(=O)Nc1ccc(-c2ccno2)cc1)n1cccn1 (configuration not stated)	3	-2	2	3	5	-12	-1.0	2	3
16	O=C1N=C(N2CCN(c3cccc4ccccc34)CC2)S/C1=C/c1cccs1	17	-6	-4	0	-5	5	2.2	21	-3
17	Oc1ccc2ccccc2c1CNc1cnc2ccccc2c1	-28	-1	1	3	1	-6	-0.6	5	-1
18	COc1ccc2ccc(OCC(=O)Nc3cc(C)on3)cc2c1	6	0	2	0	4	0	0.4	11	-10
19	Cc1ccc2[nH]c(=O)c(CN(CCCN(C)C)C(=S)NCCc3ccccc3)cc2c1	-44	-1	-12	12	2	3	1.7	-8	6
20	COc1ccc(CN2CC(C(=O)NCCN3CCN(c4ccccc4F)CC3)CC2=O)cc1 (configuration not stated)	-3	3	0	1	18	3	2.0	-4	-3
21	COc1ccc(OC)c(NC(=O)C2CCN(S(=O)(=O)c3ccc4c(c3)OCCO4)CC2)c1	-5	-1	-3	3	-9	-5	-1.0	12	9
22	CC1(C)C(=O)Nc2ccccc2N1C(=O)COC(=O)c1ccc(NC(N)=O)cc1	-10	x	5	6	0	8	0.8	-3	-6
23	N=C1/C(=C\c2ccc(OC(=O)c3ccccc3)cc2)C(=O)N=C2SC(N3CCOCC3)=NN12	0	7	-2	1	1	3	-0.2	8	-4
24	O=C(Nc1cc(F)cc(F)c1)c1ccc(NCCc2ccccc2)c([N+](=O)[O-])c1	2	0	-2	0	0	8	0.6	8	-9
25	COCCS(=O)(=O)N(Cc1ccccc1)[C@H](C(=O)OC)C(C)C	0	x	0	0	1	12	-2.9	-2	-6
26	Cc1nnc(Nc2ccc(C(=O)NCCO)cc2)c2ccccc12	1	0	0	1	1	-8	0.2	2	1
27	Cc1ccc(OCCCn2ccnc2)cc1C	-6	1	-2	1	11	3	0.3	2	-1
28	CC(NC(=O)c1ccc(Cn2cc([N+](=O)[O-])cn2)cc1)c1ccccc1 (configuration not stated)	8	7	-2	3	7	6	1.0	-8	-7
29	COc1cc(/C=N/NC(=O)CNC(=O)c2ccncc2)ccc1OC(C)=O	-5	-1	0	1	2	-8	-0.5	-2	7
30	COc1ccnc(Nc2cccc(C)c2)c1C#N	10	2	1	0	6	-5	-2.6	1	0
31	CC(=O)Nc1ccc(NC(=O)c2c(C)noc2C)cc1	-4	0	-1	1	-18	9	-0.4	5	-7
32	Cc1cc(NC(=O)Cn2cnc3sc(C)c(-c4ccccc4)c3c2=O)no1	-46	x	0	0	8	6	0.1	-3	13

Marked active in CHRM4 antagonist (from the list above):
nr	SMILES	CRFR2-BP antag	IDE inh	CHRM5 agonist	M4 ag	CHRM4 antagonist	CHRM5 antagonist	CRFR2-BP ag	M4 PAM	M5 PAM
11	CC1CCN(CCOc2ccc(C(=O)c3ccccc3)cc2)CC1	-12	-2	-20	1	43*	7	1.0	-17	-4

Next structures:
nr	SMILES	CRFR2-BP antag	IDE inh	CHRM5 agonist	M4 ag	CHRM4 antagonist	CHRM5 antagonist	CRFR2-BP ag	M4 PAM	M5 PAM
33	COc1cccc(C=NNc2nnc(NN=Cc3cccc(OC)c3OC)c3ccccc23)c1OC	-28	x	0	5	-10	21	2.6	-1	-14
34	CSCCC(NC(=O)c1ccccc1Cl)C(=O)OCC(=O)N1CCCC1=O (configuration not stated)	6	4	0	2	-16	6	1.2	14	-6
35	OCCOc1cccc(CN2CCC(CO)(CCOc3ccccc3)CC2)c1	3	-1	-5	11	0	12	6.8	-14	-11
36	Cc1cnc(C(=O)OCc2c(C)cc(C(C)(C)C)cc2C)cn1	6	-2	0	1	-7	7	2.5	4	0
37	CC(=O)c1cccc(N(C(=O)c2ccco2)C(C(=O)NC2CCCC2)c2ccccc2F)c1 (configuration not stated)	-5	-4	3	7	-12	2	0.4	4	0
38	Cc1ccc(NC(=O)CCC(=O)c2ccccc2)cc1	2	x	-3	0	6	6	-0.9	-3	-2
39	CNC(=S)N(Cc1ccc2c(c1)OCO2)C1CC(=O)N(c2ccc(F)cc2)C1=O (configuration not stated)	-6	1	2	6	-13	9	-2.0	6	0
40	COc1ccccc1CN1C(=S)SC(C)(C)C1NO (configuration not stated)	-4	2	0	-1	-7	13	-0.6	-9	-11
41	Cc1cc(=O)oc(C)c1C(=O)N1CCc2c([nH]c3ccccc23)C1C(C)C (configuration not stated)	-11	-1	1	3	-10	6	1.6	2	-3
42	COc1ccc([C@H]2CC(=O)C=C(c3ccc4ncccc4c3)C2)cc1OC	12	1	2	3	5	7	-3.1	-4	-2
43	CN(C)C1=NC[C@H](Cc2ccccc2)N1CCc1cccc(F)c1	4	1	-10	1	9	17	0.7	3	-8
44	CCOCCCNC(=O)c1cc2c(=O)[nH]c3ccccc3c2s1	-19	-1	0	5	-3	14	-1.1	-1	-2
45	O=C(O)c1cccc2c1Oc1ccccc1S2(=O)=O	-1	x	3	1	-2	0	1.0	9	10
46	COCCN(C(=O)Nc1ccc(F)cc1F)c1nc2ccccc2s1	-2	0	3	-1	-2	12	0.9	-1	0
47	CN(CCO)c1cccc2c1S(=O)(=O)N[C@@H](Cc1ccccc1)CO2	x	x	4	5	-12	-6	x	13	0
48	O=C(NCc1cccs1)c1ccc2c(c1)ncn2C1CCCC1	-36	5	-2	2	10	13	-0.7	-12	-5
49	c1ccc(Cn2c(SCCN3CCOCC3)nnc2-c2cccnc2)cc1	-5	5	-3	1	0	-6	0.8	-4	5
50	COC(=O)c1ccc(CSCC(=O)Nc2ccccc2)cc1	15	-4	1	0	0	6	0.9	-1	1
51	CCC(C)N(C(=O)CSc1ccc(NC(C)=O)cc1)C1CCS(=O)(=O)C1 (configuration not stated)	7	-5	2	2	2	7	-0.4	2	0
52	CCOc1ccc(NC(=O)Cn2nnc(-c3ccccc3F)n2)cc1	15	-2	-1	3	7	6	-0.7	0	-1
53	CCn1c(SCCC(C)C)nnc1-c1c[nH]c2ccccc12	0	6	4	9	-6	3	-1.1	3	-5
54	COCCNC(=O)/C(C#N)=C/c1cccc(OCc2ccccc2)c1	-33	3	1	1	4	5	-0.9	-10	-3
55	Cc1c(-c2ccccc2)oc2c(C(=O)N3CCN(c4ccccc4F)CC3)cccc2c1=O	-83	8	0	1	5	5	8.3	-4	-7
56	COC(=O)c1ccccc1NC(=O)CCCOc1cc(=O)n(C)c2ccccc12	x	x	2	1	4	6	x	0	-1
57	Cc1cc(C)nc(SCC(=O)NC2=NN=C(c3ccc(Br)cc3)CS2)n1	1	1	0	1	18	-5	-1.1	-4	9
58	CCC(C)n1c(SCC(=O)NC2CC2)nc2ccccc2c1=O (configuration not stated)	7	x	-2	0	-9	3	-2.5	-1	-2
59	O=S(=O)(Nc1ccon1)c1cc(Cl)ccc1Cl	-1	3	-5	0	-6	8	-1.2	4	-5
60	O=C(O)CN(Cc1ccccc1)S(=O)(=O)c1ccc2c(c1)OCCO2	3	3	-3	1	4	-15	-0.8	-7	-6
61	CCCCN1CNC(=S)N(Cc2ccccc2)C1	-8	3	0	1	-3	-2	2.7	2	-1
62	FC(F)(F)c1nnc(N2CCN(c3ccc(Cl)cc3)CC2)s1	-3	4	1	1	-7	-6	4.2	12	13
63	CC(C)(C)NC(=O)NC(=O)COC(=O)C1c2ccccc2Oc2ccccc21	-12	-6	-2	6	-11	-5	0.3	-7	-1
64	C=CCN(C(=O)c1csnn1)C(C(=O)NC1CCCCC1)c1ccccc1 (configuration not stated)	-4	-3	-4	1	1	17	1.3	-2	1
65	COc1ccc(N2CCN(c3nc(Cl)nc(Nc4ccc(F)cc4)n3)CC2)cc1	-10	-2	-2	2	5	6	-1.0	6	-4
66	O=C(O)c1cc(-n2[nH]c(=O)c3ccccc3c2=O)ccc1Cl	-4	1	-2	2	-2	8	-0.2	6	4
67	Cc1onc(-c2ccccc2Cl)c1C(=O)Nc1ccccc1N1CCOCC1	0	5	-8	-3	6	0	-1.0	0	1
68	COc1ccc(-c2csc(NC(C)=O)n2)cc1OC	-19	-1	-2	1	-1	3	-1.4	2	-2
69	CC(OC(=O)c1ccc2c(=O)n3c(nc2c1)CCCCC3)C(=O)Nc1ncc(Cl)cc1Cl (configuration not stated)	1	-1	1	1	3	-4	-6.5	-2	-2
70	CCCCC(CC)CNC(=O)C1C2C=CC(C2)C1C(=O)O (configuration not stated)	0	-2	-6	1	4	16	-3.3	-7	-9

Rows were taken by chance (roughly 2.9% active in at least one column).
